Screens (PubChem BioAssay)
SIAE primary: inhibitors of human sialic acid acetylesterase SIAE | 370,000 tested, 0.69% active | Q9HAT2 | inhibition, % at 9.66 µM | SIAE FP-Rh probe binding, fluorescence polarization;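 active = inhibition above a cutoff: mean of compounds within the control limits plus 3 SD of those, cut at about 17% in these data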;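 also: 0% = plate median of compound wells and 100% = probe without SIAE protein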
TCR-CD3 inh: human TCR-CD3 binding inhibition. TAMRA-labeled TCR probe fluorescence, biochemical. inhibition, % at 9.4 µM. 360,000 tested, 0.37% active; in the data active = inhibition above about 19%;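 also: recombinant mutant TCR 2C K166C tagged with TAMRA read by polarization; 0% = receptor in buffer alone and 100% = receptor with positive control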
HTRA1 inh: inhibitors of human serine peptidase HTRA1 | recombinant HTRA1, FP-rhodamine activity-based probe, fluorescence polarization | Q92743 | 340,000 tested, 0.5% active | inhibition, % at 5.96 µM; in the data active = inhibition above about 36%;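 also: 0% = enzyme with DMSO and 100% = wells lacking enzyme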
PRMT1 inh: blocks human protein arginine methyltransferase 1. AID 652257. Q99873. recombinant PRMT1, activity-based probe fluorescence polarization. 370,000 tested, 1.3% active. inhibition, % at 2.79 µM;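 active = inhibition above about 21% made by adding two undisclosed values, limit read from the data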
Target sequence (Q99873 whole entry, looked up): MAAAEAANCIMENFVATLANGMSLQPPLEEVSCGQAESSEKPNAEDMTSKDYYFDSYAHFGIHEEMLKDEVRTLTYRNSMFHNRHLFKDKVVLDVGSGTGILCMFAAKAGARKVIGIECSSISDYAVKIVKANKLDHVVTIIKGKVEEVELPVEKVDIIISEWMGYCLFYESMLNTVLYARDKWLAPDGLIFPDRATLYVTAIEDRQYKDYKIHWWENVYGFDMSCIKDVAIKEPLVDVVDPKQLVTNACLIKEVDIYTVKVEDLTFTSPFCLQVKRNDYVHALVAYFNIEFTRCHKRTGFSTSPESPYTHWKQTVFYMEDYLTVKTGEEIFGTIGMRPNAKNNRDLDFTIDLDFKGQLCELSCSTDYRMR
MBD2 inh: MBD2-methylated oligo binding inhibition; Q9UBB5; TR-FRET, MBD2 binding to methylated oligonucleotide; inhibition, % at 4.4 µM; 370,000 tested, 0.31% active; AID 686964; in the data active = inhibition above about 13%
Target sequence (Q9UBB5 whole entry, looked up): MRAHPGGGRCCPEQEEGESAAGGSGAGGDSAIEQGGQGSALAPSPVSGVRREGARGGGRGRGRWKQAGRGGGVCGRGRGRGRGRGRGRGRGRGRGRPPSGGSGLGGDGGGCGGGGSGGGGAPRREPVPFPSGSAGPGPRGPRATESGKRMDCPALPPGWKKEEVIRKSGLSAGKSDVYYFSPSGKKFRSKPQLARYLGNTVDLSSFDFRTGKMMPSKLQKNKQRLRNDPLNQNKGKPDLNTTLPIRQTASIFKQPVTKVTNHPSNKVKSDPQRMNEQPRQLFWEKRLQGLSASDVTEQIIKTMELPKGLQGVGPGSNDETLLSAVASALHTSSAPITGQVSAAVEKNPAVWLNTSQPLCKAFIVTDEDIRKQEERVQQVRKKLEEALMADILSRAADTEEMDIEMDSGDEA
GC-A act: GC-A (human) enzyme activation. HEK293 GC-A cells, cGMP TR-FRET, EC30 ANP; 0% at EC30 ANP, 100% saturating ANP. activation, % at 10 µM. 370,000 tested, 0.14% active. AID 1671463; in the data active = activation above about 40%
mABHD4 FP: ABHD4 (mouse) inhibition, primary FP screen. Q8VD66. purified mABHD4, FP-Rh probe fluorescence polarization. inhibition, % at 8.92 µM. AID 720543. 370,000 tested, 0.54% active;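 active = inhibition exceeding the mean over every tested compound plus 3 SD, cut at about 30% in these data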;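 also: 0% = plate median of compound wells and 100% = S159A mutant with DMSO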
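assay system = mABHD4 protein | compound dosing = single nominal dose of 8.92 µM, 0.89% DMSO final | read-out basis = percent inhibition of probe binding, normalized to plate controls | schedule = Enzyme–compound pre-incubation 45 min, then probe 60 min, both 25 °C | detection = fluorescence polarization, excitation 525 nm, emission 598 nm, BODIPY TMR filters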
UHRF1 MBD2 ctr: UHRF1 methyl-DNA binding inhibition. Q96T88. UHRF1 binding to methylated oligo, TR-FRET. inhibition, % at 4.4 µM. 370,000 tested, 0.75% active; in the data active = inhibition above about 21%;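 also: UHRF1 SRA domain binding a hemimethylated CpG hairpin DNA probe; 0% = median of test compound wells and 100% = reference inhibitor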
rCAG binder: molecules binding r(CAG) RNA repeats; AID 651821; inhibition, % at 3 µM; r(CAG) RNA repeat, TO-PRO-1 dye displacement fluorescence; 370,000 tested, 1.3% active;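 active = inhibition above the plate cutoff, the mean of all test compounds on that plate plus 3 SD, cut at about 35% in these data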;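 also: 0% = DMSO alone and 100% = 100 µM mitoxantrone as full dye displacement; higher means more dye released from RNA so lower well fluorescence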
GC-B act: GC-B (human) receptor activation | P20594 | HEK293-GC-B cells, CNP EC30, cGMP TR-FRET; 0% at EC30 CNP, 100% saturating CNP | activation, % at 10 µM | 370,000 tested, 0.11% active | AID 1920062;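 active = activation at 10 µM reaching about 35% in either raw or pattern-adjusted values, limit read from the data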
* marks the source's active call; other numbers are inactive results; x = no result given.

SMILES	SIAE primary	TCR-CD3 inh	HTRA1 inh	PRMT1 inh	MBD2 inh	GC-A act	mABHD4 FP	UHRF1 MBD2 ctr	rCAG binder	GC-B act
COC(=O)C1CCN(C(=O)c2ccc(SC)cc2OC)CC1	4	1	-3	-2	-1	4	-4	-1	-5	-5
COc1ccc(C(=O)N(c2ccccc2)C2C=CS(=O)(=O)C2)cc1 (stereo unspecified)	-1	6	-1	0	6	-3	3	-2	0	-10
CCC(=O)N1CCCC(C)(C(=O)Nc2ccc(OC(F)F)cc2)C1 (stereo unspecified)	-3	-15	x	1	-3	0	-8	0	2	4
CCOC(=O)c1ccc2nc(Nc3nc4ccc(F)cc4s3)sc2c1	-2	11	1	-3	0	7	-1	0	7	5
Cn1c(SCc2cccc(Br)c2)nnc1-c1ccccn1	0	-4	4	0	2	-22	2	-1	1	-13
COc1ccc(OC)c(S(=O)(=O)NCc2cn3ccsc3n2)c1	-5	-4	0	1	-3	2	1	0	-2	-1
O=C(Cn1nc(C(F)(F)F)c2c1CCCC2)N1CCOCC1	-4	-4	-3	6	3	-7	-6	8	2	0
O=C(NC1CCCCC1)c1cccc(S(=O)(=O)N2CCOCC2)c1	-6	7	-1	0	-2	0	3	1	-4	-2
Cc1ccc2cc(C#N)c(N3CCCN(C(=O)C4CCCO4)CC3)nc2c1 (stereo unspecified)	-3	0	-2	18	-5	-5	-1	-10	-1	-11
CCc1nn(CC(=O)NCCCN2CCCC2=O)c(=O)c2cc3sccc3n12	-6	-1	0	5	-2	0	0	0	1	1

Not a retest: an excerpt of the list.
SMILES	SIAE primary	TCR-CD3 inh	HTRA1 inh	PRMT1 inh	MBD2 inh	GC-A act	mABHD4 FP	UHRF1 MBD2 ctr	rCAG binder	GC-B act
COC(=O)C1CCN(C(=O)c2ccc(SC)cc2OC)CC1	4	1	-3	-2	-1	4	-4	-1	-5	-5
COc1ccc(C(=O)N(c2ccccc2)C2C=CS(=O)(=O)C2)cc1 (stereo unspecified)	-1	6	-1	0	6	-3	3	-2	0	-10

Some of the entries above in a different format:
Cc1ccc2cc(C#N)c(N3CCCN(C(=O)C4CCCO4)CC3)nc2c1 (stereo unspecified)
  SIAE primary = -3
  TCR-CD3 inh = 0
  HTRA1 inh = -2
  PRMT1 inh = 18
  MBD2 inh = -5
  GC-A act = -5
  mABHD4 FP = -1
  UHRF1 MBD2 ctr = -10
  rCAG binder = -1
  GC-B act = -11
CCc1nn(CC(=O)NCCCN2CCCC2=O)c(=O)c2cc3sccc3n12
  SIAE primary = -6
  TCR-CD3 inh = -1
  HTRA1 inh = 0
  PRMT1 inh = 5
  MBD2 inh = -2
  GC-A act = 0
  mABHD4 FP = 0
  UHRF1 MBD2 ctr = 0
  rCAG binder = 1
  GC-B act = 1

Later entries.
SMILES	SIAE primary	TCR-CD3 inh	HTRA1 inh	PRMT1 inh	MBD2 inh	GC-A act	mABHD4 FP	UHRF1 MBD2 ctr	rCAG binder	GC-B act
CCOc1ccc(CCNC(=O)c2ccc(OCc3c(C)noc3C)cc2)cc1OCC	-4	4	-3	0	-1	2	-1	-2	-9	4
CCN(CC(=O)N1CCOCC1)S(=O)(=O)c1ccc(Cl)cc1	-3	-4	1	1	-2	1	3	1	-3	2
CN1CCN(C(=O)c2ccc(S(=O)(=O)N(C)c3ccccc3)cc2)CC1	-1	-3	5	3	4	2	0	1	-1	-2
O=C(Cn1cnc2ccccc2c1=O)NCCC(=O)N1CCN(c2ccccc2)CC1	-5	-2	3	-1	5	-1	-3	1	-4	-1
CC1CCCC(NC(=O)COC(=O)c2cc(=O)[nH]c3ccccc23)C1C (stereo unspecified)	-8	5	6	-4	0	-3	-10	5	0	-7
CCCCCCCCC(c1nc2ccccc2[nH]1)N1CCN=C1c1cc2ccccc2[nH]1 (stereo unspecified)	22*	6	x	-3	0	-9	26	-1	10	1
Cc1cccc(N(CC(=O)N=Nc2c(O)[nH]c3ccccc23)S(C)(=O)=O)c1C	-1	5	-9	1	0	1	-3	0	5	-2
c1ccc(-c2cc(CSc3nc4ccccc4[nH]3)on2)cc1	-3	0	-29	-3	0	-2	-13	1	-2	-2
CNC(=S)Nc1sc2c(c1C(=O)OC)CCC2	11	0	7	1	-3	-5	5	-2	0	0
Cc1ccccc1Cn1ccc2ccc(-c3ccc4ccn(Cc5ccccc5)c4c3)cc21	1	x	x	0	4	1	5	-2	9	0
NC1=NC[C@@H](Cc2ccc(O)cc2)N1CCCCC1CCCCC1	2	3	-17	-5	-3	2	14	-2	11	-2
CCOC(=O)CSc1nc2c(sc(=S)n2Cc2ccco2)c(=O)n1-c1ccc(F)cc1	1	-3	-4	14	1	0	7	3	10	3
Cc1ccc2c(CN3CCOCC3)cc(=O)oc2c1C	-1	4	5	2	0	-2	6	-1	-3	7
NS(=O)(=O)c1ccc(NC(=O)COC(=O)CCc2c[nH]c3ccccc23)cc1	3	5	4	-1	-6	-1	1	-1	7	-2
Cc1cc(=O)[nH]c(SCC(=O)N(CCC#N)c2ccccc2)c1C#N	-4	-1	1	-1	6	0	3	1	1	5
CCN(CC(=O)Nc1c(F)cccc1F)C(=O)c1ccc2c(c1)S(=O)(=O)N=C1CCCCCN12	-1	3	7	1	2	3	0	-1	-2	3
Cc1nn(Cc2ccc(F)cc2)c(Cl)c1/C=N/NC(=O)c1cccnc1	0	0	-1	2	-2	1	5	5	-4	5
O=C(CN1CC(=O)Oc2ccccc21)OCC(=O)c1ccc(F)cc1	6	-8	0	4	-6	-2	4	-3	2	0
COC(=O)CSc1nnc(-c2ccc(S(=O)(=O)NCc3ccccc3Cl)cc2)o1	-1	1	-3	-2	5	1	1	3	-3	0
CCc1noc(C)c1C(=O)OCC(=O)Nc1nc(-c2ccc(F)c(F)c2)cs1	-2	-1	13	7	5	6	-18	1	6	-1
O=C(CCC1CCCN(C(=O)c2ccc3c(c2)OCO3)C1)NCc1ccc(F)c(F)c1 (stereo unspecified)	-2	1	-1	-3	-1	-1	0	4	-6	7
Cc1c(Cl)cccc1NC(=S)Nc1ccc2[nH]c(=O)[nH]c2c1	0	0	-1	16	7	0	5	6	2	-3
C=CCC[C@@H](Cc1ccc(F)cc1)C(=O)OC[C@@H](C)NC(=O)[C@@H](CC=C)CC(=O)N[C@H](CO)Cc1ccccc1	-2	-5	-11	-3	-4	-1	-1	2	-11	1
O=[N+]([O-])c1ccc(CN2CCN(Cc3c[nH]c4ccccc34)CC2)cc1	11	-4	-1	-2	-4	-8	18	0	-1	-3
CSc1ccccc1NC(=O)CN(C)C(=O)Cc1c[nH]c2ccccc12	11	5	-2	1	-1	-1	-3	-1	5	-3
Cn1cc(Br)c(C(=O)n2cc(Br)cn2)n1	0	6	-1	-4	0	1	2	0	1	0
CCCc1cc(=O)oc2c3c(c4c(c12)OC(C)(C)C=C4)OC(C)C(C)C3O (stereo unspecified)	-7	5	-84	-5	6	-4	-5	0	-4	1
CCOC(=O)c1cnc2c(OC)cccc2c1Oc1ccccc1	0	-3	-5	-1	-7	-6	-8	2	-6	1
O=C(CN1CCN(Cc2ccccc2)CC1)Nc1ccc(F)c(F)c1	-2	-14	-5	6	2	6	13	1	-8	-1
COCCCNC(=O)CSc1nc2ccccc2c(=O)n1CCCC(=O)NCC1CCCO1 (stereo unspecified)	-1	1	3	1	2	0	-1	2	-5	1
CCSc1cc(N2CC(C)OC(C)C2)nc(-c2ccccc2Cl)n1 (stereo unspecified)	1	8	-9	3	-2	-6	-8	1	-2	-4
O=C(NCCc1c[nH]c2ccccc12)OCc1cn(-c2ccc(F)cc2F)nn1	5	x	x	-6	-4	-1	0	6	4	13
COc1ccc(CNC(=O)Nc2ccc(C)c(C)c2)cc1	-5	-6	-1	3	-1	-1	6	2	-2	1
O=C(CSc1ncn[nH]1)Nc1ccnc2ccccc12	-7	0	5	0	2	0	-5	-1	2	-1
CN1CCN(CC(=O)Nc2ccc(S(=O)(=O)N(C)C)cc2)CC1	-1	4	2	3	10	0	12	22*	0	0
O=C(COC(=O)Cn1cnc2ccccc21)Nc1cccc2c1C(=O)c1ccccc1C2=O	4	14	6	26*	-2	9	11	-6	-42	10
CSc1cccc(NC(=O)Nc2ccccc2C(N)=O)c1	-5	4	-11	-1	2	-1	-3	-3	1	-2
COc1ccc(S(=O)(=O)N2CCNCC2)cc1OC	0	-2	6	0	-1	3	4	-1	-2	0
CCCc1nc2ccc(NC(=O)c3ccco3)cc2c(=O)n1Cc1ccc(Cl)cc1	-9	-7	-25	-1	8	1	-18	4	2	17
CN(C)CCCCOc1ccc(Br)cc1Cl	-6	0	-1	-3	2	0	11	-2	-1	-4
O=CNC(=O)c1ccccc1C(=O)O	-1	2	4	0	-5	-2	4	0	1	4
Cc1ccc(Cl)cc1N1CCN(Cc2cc3c(cc2O)CCC3)CC1	3	13	-2	-3	-3	0	-7	0	-1	-2
Cc1occc1C(=O)Nc1cc(C(F)(F)F)ccc1Cl	3	6	2	-1	-3	-3	-7	-2	3	-2
CN1/C(=C\C(=O)COC(=O)c2ccc(O)cc2)C(C)(C)c2ccccc21	-13	-12	-33	2	-8	1	-34	-1	-5	-3
Cc1cc(C)cc(NS(=O)(=O)c2ccc3[nH]c(=O)ccc3c2)c1	3	-7	-2	3	3	-25	-3	1	6	-6
OCC[C@@H]1C[C@@H](O)[C@H](O)[C@@]2(CCCCO2)O1	6	2	2	-1	3	2	-1	-3	2	3
COc1ccc(/C=C/C(=O)OCCNC(=O)c2ccncc2)cc1OC	-2	2	-3	4	-1	2	7	0	-5	3
Cc1cc(C)c(NC(=O)Nc2ccccc2)c(C)n1	5	-6	2	7	2	2	2	-1	21	-1
COc1ccc(NC(=O)NNC(=O)c2cc3ccccc3cc2O)cc1	5	25*	1	2	2	0	-2	1	23	-1
COc1ccc(-c2nnc(SCC(=O)Nc3cccc(Cl)c3)o2)cc1	-4	4	0	5	3	-1	2	-2	3	-2

Next compounds.
SMILES	SIAE primary	TCR-CD3 inh	HTRA1 inh	PRMT1 inh	MBD2 inh	GC-A act	mABHD4 FP	UHRF1 MBD2 ctr	rCAG binder	GC-B act
CC(C)C1Oc2ccccc2N(CC(=O)N(C)C2CCCCC2)C1=O (stereo unspecified)	-4	-2	-1	5	8	-2	-8	6	-8	-2
C=CCSc1nc2sc(C)c(C)c2c(=O)n1CC=C	6	6	-6	2	-7	-4	1	-7	-4	-3
CCOc1ccc(NC(=O)CCC(=O)O)cc1	2	3	-1	-3	-5	3	7	13	0	3
Cc1c(OCc2ccccc2)c(=O)ccn1Cc1ccccc1	-4	1	0	-4	-4	2	-9	-1	-6	2
CCn1c(=S)sc2c(=O)n(CC(=O)Nc3ccccc3)c(C)nc21	6	2	-11	-4	2	5	-1	-1	5	-2
O=C(COC(=O)c1ccccc1SCC(=O)N1CCCC1)NC1CCS(=O)(=O)C1 (stereo unspecified)	-9	-2	2	-3	3	5	-2	2	0	-2
O=C(Nc1ccccc1N(C(=O)c1ccco1)S(=O)(=O)c1cccs1)c1ccco1	1	-4	-6	2	-5	-4	-6	-2	1	2
Cc1ccc2c(c1)-c1c(cnn1CC(=O)Nc1ccccc1N1CCN(C)CC1)CO2	-3	-7	-2	0	3	-23	5	1	-1	-12
COc1ccc(C2C(C(=O)N3CCCCC3C)CC(=O)N2c2ccc(OC)cc2)cc1 (stereo unspecified)	-3	x	x	3	2	-11	0	0	2	-20
CCCCOP(=O)(c1ccc(N(C)C)cc1)C(O)c1ccc(C(C)C)cc1 (stereo unspecified)	11	-2	-10	-2	-1	-6	5	1	-7	1
Cc1ccnc(NC(=O)c2ccc([N+](=O)[O-])o2)c1	-2	0	2	0	2	-4	0	5	1	-3

Some of the compounds tested; rates above refer to the full screens.
